# High-throughput results: PubChem, National Center for Advancing Translational Sciences (NCATS)
# Giardia FBPA inh – blocks Giardia fructose-bisphosphate aldolase activity | AID 2451 | A8B2U2 | Potency, µM (top dose mostly 59.6 µM), for the others: at the top dose activity, negative = inhibition, most hits filed as inhibitors | 290,000 tested, 0.71% active | purified Giardia FBPA; note: potency is the fitted concentration of half-maximal effect; nearly all actives have a fitted effect of over 55% in size
# Target sequence (A8B2U2 whole entry, looked up): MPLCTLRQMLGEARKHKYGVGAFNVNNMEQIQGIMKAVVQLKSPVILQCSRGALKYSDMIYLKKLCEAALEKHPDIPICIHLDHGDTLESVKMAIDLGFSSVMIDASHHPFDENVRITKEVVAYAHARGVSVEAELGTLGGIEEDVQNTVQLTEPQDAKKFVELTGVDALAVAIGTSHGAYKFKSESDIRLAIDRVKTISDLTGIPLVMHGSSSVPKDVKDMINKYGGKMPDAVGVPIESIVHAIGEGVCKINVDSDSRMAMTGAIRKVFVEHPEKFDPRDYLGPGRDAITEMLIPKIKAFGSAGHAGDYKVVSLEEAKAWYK
#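 Giardia FBPA (40 nM reagent) was preincubated 10 min at RT with compound (up to 57.5 uM final), then substrate plus GAPDH/TPI/NAD/arsenate coupling system with diaphorase/resazurin was added; resorufin fluorescence (525/598 nm) was read after 20 min.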
# Sm TGR block – blocks Schistosoma mansoni thioredoxin glutathione reductase | Q962Y6 | purified TGR, DTNB reduction, TNB absorbance 405 nm | Potency, µM (highest dose often 114 µM), without a hit: at the highest dose activity change, negative = inhibition, actives largely listed as inhibitors | 360,000 tested, 3% active; note: potency is the fitted concentration of half-maximal effect; nearly all actives have a fitted effect of over 60% in size
#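 Kinetic colorimetric format: TGR-catalysed, NADPH-driven DTNB reduction monitored via TNB absorbance. Enzyme dispensed at 20 nM; compound exposure 15 min at room temperature before reaction start.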
# HCV inh – blocks hepatitis C virus; Huh7.5.1 HCVcc-Cre infection, luciferase reporter, 44 h; Potency, µM (top dose mostly 41.8 µM), for the others: top-dose activity change, negative = inhibition, actives largely listed as inhibitors; AID 651820; 340,000 tested, 3.4% active; note: potency is the fitted concentration of half-maximal effect
#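 Reporter virus HCVcc-Cre (~0.5 moi) infects cells exposed to compound; seeding density 1,000 cells/well with 4 h settling beforehand. Luminescence, 15 sec read, taken 44 h post-infection following a 15 min RT substrate incubation.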
# AmpC inh detg – blocks E. coli AmpC beta-lactamase in detergent assay; AID 485294; P00811; AmpC hydrolysis of nitrocefin, absorbance 480 nm, 0.01% Triton; 370,000 tested, 0.041% active; Potency, µM (top dose mostly 114 µM), without a hit: at the highest dose activity change, negative = inhibition, most hits filed as inhibitors;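 note: potency is the fitted concentration of half-maximal effect; 0% = no-compound wells and -100% = no-enzyme wells; nearly all actives have a fitted effect of over 25% in size; some results filed as inactive show a strong effect at the top dose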
# Target sequence (P00811 whole entry, looked up): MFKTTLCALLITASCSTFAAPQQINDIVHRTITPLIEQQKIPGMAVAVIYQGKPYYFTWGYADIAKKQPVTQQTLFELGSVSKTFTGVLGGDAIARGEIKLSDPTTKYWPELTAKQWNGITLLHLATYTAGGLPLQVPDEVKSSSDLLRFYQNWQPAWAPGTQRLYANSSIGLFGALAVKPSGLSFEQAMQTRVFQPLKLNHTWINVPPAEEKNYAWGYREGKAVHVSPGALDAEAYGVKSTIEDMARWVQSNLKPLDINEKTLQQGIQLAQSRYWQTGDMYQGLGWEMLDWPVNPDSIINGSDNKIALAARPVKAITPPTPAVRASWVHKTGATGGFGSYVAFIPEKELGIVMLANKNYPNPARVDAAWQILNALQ
#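 AmpC (5.3 nM in the dispensed reagent) in 20 mM phosphate pH 7.0 with 0.01% (detergent screen) or 0.0001% Triton X-100 was preincubated with compounds for 15 min at room temperature. Nitrocefin was then added from an 800 uM solution, and hydrolysis was followed at 480 nm.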
# HCMV inh – blocks human cytomegalovirus replication. HFF cells, HCMV-luciferase reporter, 72 h; stronger effect = lower value. activity change, negative = inhibition, % at 57.5 µM. 410,000 tested, 4.5% active. AID 1259415; in the data active = activity change below about -60%; inconclusive = no clear call, values can overlap the other calls; inactive = above about -39%
#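 After 16 h attachment at 37C, HFF cells received test compound and HCMV-luciferase (1 PFU/cell); reporter luminescence read 72 h later, data normalized against buffer-only and known inhibitor Salinomycin.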
# AMA1 RON2 block – AMA1-RON2 (P. falciparum) interaction inhibition; AlphaScreen AMA1-biotinylated RON2 peptide binding; Potency, µM (top dose mostly 58.2 µM), for inactives: at the top dose activity change, negative = inhibition, most hits filed as inhibitors; 360,000 tested, 0.2% active; AID 720542;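 note: potency is the fitted concentration of half-maximal effect; 0% = vehicle wells and -100% = peptide control; nearly all actives have a fitted effect of over 45% in size; some results filed as inactive show a strong effect at the top dose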
#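 AMA1 (3D7) with his tag at 25 nM final met compounds first, then biotinylated RON2 peptide at 25 nM; detection used donor plus acceptor beads, 10 µg/mL apiece, read by AlphaScreen after 30 min at room temperature.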
# An asterisk follows results filed as active; ? = inconclusive; . = no result given; & = joins results of further samples; ! = not confirmed by another sample; [ ] = remark or other dose. Unless noted, calls come from the whole dose curve; as a rule, active = well fitted curve in the direction sought with a large enough effect; inconclusive = small, poorly fitted or top-dose-only effect, or another doubt; inactive = no such curve, though single readings can be large; an effect the other way counts as inactive or inconclusive. Unless noted, % is set by controls: 0 for no effect and ±100 for the full control effect.
1: COc1ccc(-c2csc3nc(-c4ccc(C)cc4)oc(=O)c23)cc1OC
2: CC(C)c1ccc(C(=O)Nc2nnc(S(=O)(=O)N3CCCCC3)s2)cc1
3: OC(CNCCc1ccc(C(F)(F)F)cc1)COc1ccc2ccccc2c1 (centres undefined)
4: CC1CCN(C(=S)c2cn(Cc3ccccc3F)c3ccccc23)CC1
5: CCOc1cccc(/C=C2/NC(=O)N(CC(=O)Nc3cccc(C)c3)C2=O)c1O
6: CS(=O)(=O)Oc1ccc2c(c1)O/C(=C\c1cccnc1)C2=O
7: COC(=O)C1CCN(CC(N)=O)CC1
8: CCc1ccc(NS(=O)(=O)c2ccc3c(c2)oc(=O)n3C)cc1
9: Cc1cc(C)cc(N(C(=O)Cc2cccs2)C(C(=O)NC2CCCC2)c2ccc(C)o2)c1 (centres undefined)
10: COc1ccc(-c2csc3ncn(-c4ccccc4)c(=O)c23)cc1OC

compound no.,1,2,3,4,5,6,7,8,9,10
Giardia FBPA inh,-1%,.,1%,1%,1%,1%,-1%,-1%,0%,2%
Sm TGR block,-1%&-14%,-10%,3%,10%,.,-1%,-4%,0%,2%,0%
HCV inh,15%,15%,?,?,10%,-1%,11%,?,?,-7%
AmpC inh detg,27%&-12%,-6%,-14%,6%,-5%,-6%,-3%,-2%,?,4%
HCMV inh,3&-21,-32,-34,-19,15,-29,42,?,8,-24
AMA1 RON2 block,0%,-7%,-1%,-17%,13%,2%,4%,10%,1%,-1%

11: CCOC(=O)c1ccc(NC(=O)C(=O)NCCc2ccc(OC)cc2)cc1
12: O=C(NNC(=O)c1cc(Cl)nc2ccccc12)c1ccccc1F
13: CCOc1ccccc1C(=O)NC1CC2CCCC(C1)N2Cc1ccc(C)cc1 (centres undefined)
14: Cc1ccc(NC(=O)c2cc(-c3ccc4c(c3)OCO4)on2)cc1C
15: COC(=O)C1C2C=CC3(CN(c4ccc(Cl)c(F)c4)C(=O)C13)O2 (centres undefined)
16: COc1ccc(CNC(=O)c2cc(C3CC3)nc3c2c(C)nn3-c2cccc(Cl)c2C)cc1
17: COC(=O)c1cc2ccccc2oc1=O
18: O=C(CCN1C(=O)c2ccccc2C1=O)Nc1ccccn1
19: O=C(CNS(=O)(=O)c1ccccc1)OCC(=O)c1c[nH]c2ccccc12
20: CC(=O)c1cccc(NC(=O)c2sc(Cl)nc2C)c1

compound no.,11,12,13,14,15,16,17,18,19,20
Giardia FBPA inh,2%,.,7%,-5%,-2%,.,1%,0%,.,11%
Sm TGR block,-4%&1%,0%,7%,-4%,-2%,2%,6%,2%,-1%,-11%
HCV inh,-15%,-4%,-25%,0%,11%,.,3%,-3%,9%,3%
AmpC inh detg,-5%&8%,?,5%,-5%,?,20%,4%,?,-2%,-13%
HCMV inh,27&0,32,-9,6,29,-4,-5,-7,37,5
AMA1 RON2 block,3%,140%[activator],2%,10%,7%,.,-8%,-6%,8%,12%

# Values in list order from the list:
# Sm TGR block for nos. 11 to 20, in order: -4%&1%, 0%, 7%, -4%, -2%, 2%, 6%, 2%, -1%, -11%

# Remaining list, next part
21: O=C(/C=C/c1ccccc1)N/C(=C/c1ccccc1)C(=O)Nc1cccc(C(=O)O)c1
22: O=C(O)c1cc(-c2ccc(/C=N/Nc3ccc(Cl)cc3)o2)ccc1Cl
23: O=C(CCN1C(=O)C2CCCCC2C1=O)Nc1nc(-c2ccc(F)c(F)c2)cs1 (centres undefined)
24: O=C(CNC(=O)C1COc2ccccc2O1)N/N=C/c1cc(Br)c(O)c(Br)c1 (centres undefined)
25: CCOC(=O)C1CCCN(Cc2c(C(=O)N3CCOCC3)nc3ccccn23)C1 (centres undefined)
26: CSc1ccc(CCNC(=O)c2ccc(-c3nc(COc4ccccc4)c(C)o3)cc2)cc1
27: Cc1ccc2c(c1)N(CC(=O)N1CCCCCC1)C(=O)c1cccnc1O2
28: CC(=O)Nc1ccc(C(=O)OCC(=O)Nc2ccccc2Sc2ccccc2)cc1
29: COc1ccc(NC(=O)CN(C)C(=O)C2CC(=O)N(c3ccc4c(c3)OCCO4)C2)cc1 (centres undefined)
30: COc1ccc(CNc2c(C(=O)O)cnc3c2cnn3C)cc1

compound no.,21,22,23,24,25,26,27,28,29,30
Giardia FBPA inh,?,-8%,0%,-17%,1%,.,9%,3%,.,3%
Sm TGR block,4%,?,0%,-32%,-30%,1%,2%,0%,-4%,11%
HCV inh,-10%,22%,?,2%,16%,.,13%,?,15%,5%
AmpC inh detg,2%,0%,2%,0%,-5%,12%,3%,-9%,?,1%
HCMV inh,-2,17,-10,-15,71,14,0,-15,3,-30
AMA1 RON2 block,1%,-3%,-10%,13%,4%,.,-11%,1%,46%[activator],-2%

31: CCCCN(C)C(=O)c1ccc2c(c1)N(Cc1cccc(F)c1)C(=O)c1ccccc1S2
32: Cc1ccc(/C(O)=C2\C(=O)C(=O)N(CC(C)O)C2c2ccc(N(C)C)cc2)cc1 (centres undefined)
33: CCN(CC)S(=O)(=O)c1ccc(Cl)c(NC(=O)COc2ccc(OC)cc2)c1
34: CCOC(=O)c1sc(NC(=O)CCSC)nc1C
35: O=C(N/N=C/c1c(O)n(CCc2ccc(F)cc2)c(=O)[nH]c1=O)c1ccccc1
36: COc1cccc(N2C(=O)CC(NNC(=O)c3cccs3)C2=O)c1 (centres undefined)
37: CCOc1cc(N2CCOCC2)c(OCC)cc1NC(=O)Cc1cn2ccsc2n1
38: Cc1cc(NC(=O)CSCC(=O)OCc2nnc(-c3ccccc3)o2)no1
39: COc1cccc(CNS(=O)(=O)c2ccc3c(c2)CC(C)N3C(=O)C2CCC2)c1 (centres undefined)
40: CCOC(=O)C1(C)NC(c2ccco2)C2C(=O)N(c3ccccc3)C(=O)C21 (centres undefined)

compound no.,31,32,33,34,35,36,37,38,39,40
Giardia FBPA inh,.,-5%,-1%,6%,-1%,0%,-26%,.,4%,2%
Sm TGR block,7%,0%,0%,0%,?,-1%,-7%,3%,-7%&-4%,-4%
HCV inh,.,-3%,-12%,-8%,4%,-12%,-7%,16%,6.3µM*,7%
AmpC inh detg,0%,3%,-1%,?,2%,-2%,?,?,4%&-5%,6%
HCMV inh,4,113,-8,-17,19,-14,-16,40,-61*!,-19
AMA1 RON2 block,.,-6%,-8%,-11%,95%[activator],-1%,-6%,2%,-4%,1%

41: Cc1ccc(-c2cc(N)on2)cc1
42: CCCCn1c(SCC(=O)N2CCCCC2)nc2cc(S(N)(=O)=O)ccc21
43: O=C(NCCNC(=O)c1cnccn1)c1ccc(Cl)c(Cl)c1
44: O=C(Nc1cccc(O)c1)c1ccc(C(=O)c2ccccc2)o1
45: Cc1noc(C)c1COC(=O)c1ccc(N(C)C)cc1
46: CCOC(=O)C(O)(CCC(O)(C(=O)OCC)C(=O)OCC)C(=O)OCC
47: COc1ccc(N2CCN(Cc3nc4c(c(=O)n(C)c(=O)n4C)n3CCc3ccccc3)CC2)cc1
48: Cc1ccccc1N(CC(=O)N1CCOCC1)S(C)(=O)=O
49: COc1ccc(CNC(=O)c2cc(-c3ccc(Cl)cc3)n[nH]2)cc1
50: CC1=C(C#N)C(c2cccnc2)C2=C(CC(C)(C)CC2=O)N1 (centres undefined)

compound no.,41,42,43,44,45,46,47,48,49,50
Giardia FBPA inh,-1%,-19%,9%,0%,15%,1%,-4%,-3%,.,6%
Sm TGR block,6%,20%[11.4 µM],-1%,.,9%,2%,-14%,3%,3%,6%
HCV inh,24%,18%,11%,?,-13%,?,3%,3%,.,14%
AmpC inh detg,-7%,-10%,?,3%,3%,-11%,0%,5%,6%,-13%
HCMV inh,-34,29,4,51,10,-10,23,-20,-14,85
AMA1 RON2 block,3%,-2%,-18%,7%,-9%,2%,5%,3%,.,25%

# Whole records, looked up by structure:
# Cc1ccccc1N(CC(=O)N1CCOCC1)S(C)(=O)=O across the screens: Giardia FBPA inh: -3%; Sm TGR block: 3%; HCV inh: 3%; AmpC inh detg: 5%; HCMV inh: -20; AMA1 RON2 block: 3%
# CC1=C(C#N)C(c2cccnc2)C2=C(CC(C)(C)CC2=O)N1 (centres undefined) across the screens: Giardia FBPA inh: 6%; Sm TGR block: 6%; HCV inh: 14%; AmpC inh detg: -13%; HCMV inh: 85; AMA1 RON2 block: 25%

# The results go on:
51: Cc1oc2ccc(NS(=O)(=O)c3cccc4cccnc34)cc2c1C(=O)OC(C)C
52: CCC1Nc2ccccc2-c2nnc(SC)nc2O1 (centres undefined)
53: Cc1cc(O)ccc1-c1cnc2ccccc2n1
54: O=C(Cn1c(=O)c2ccccc2n(CC(=O)Nc2ccc(Cl)cc2)c1=O)NCCc1ccccc1
55: CCc1nn(CC(=O)NCCCN2CCOCC2)c(=O)c2cc3sccc3n12
56: Cc1nc2c(ccc3nc(NC(=O)C(c4ccccc4)c4ccccc4)sc32)s1
57: O=C(Nc1nnc(S(=O)(=O)N2CCCCC2)s1)c1ccc(Cl)cc1
58: O=[N+]([O-])c1ccccc1/C=N/n1c(-c2ccccc2)n[nH]c1=S
59: CCN(C(=O)CN1CCCc2ccccc21)c1c(N)n(Cc2ccccc2)c(=O)[nH]c1=O
60: O=C(NCCCN1CCOCC1)c1onc(CSc2ccccc2)c1C(=O)NCCCN1CCOCC1

compound no.,51,52,53,54,55,56,57,58,59,60
Giardia FBPA inh,4%,-6%,-4%,.,.,-4%,?,11%,0%,.
Sm TGR block,2%,-6%,3%,-1%,-2%,2%,-6%&-4%,-15%,-12%,.
HCV inh,10%,9%,4%,.,3%,10µM*,15%,9%,10%,2%
AmpC inh detg,-16%,-8%,2%,19%,-6%,?,-13%&3%,-13%,0%,.
HCMV inh,?,28,71,-6,0,1,14&-3,-18,.,-68*
AMA1 RON2 block,10%,6%,10%,.,1%,0%,3%,80%[activator],.,10%

61: O=S(=O)(NC1=NCCCCC1)c1ccc2ccccc2c1
62: C/C(=N\NC(=S)NC1CCCCC1)c1ccccc1
63: Cn1c(CCNC(=O)c2cccs2)nnc1SCC(=O)N1CCN(c2ccccc2)CC1
64: CCn1cc(C(=O)N2CCCCC2)c2ccccc21
65: COc1ccccc1CNC(=O)COC(=O)c1cc(C)oc1C
66: Cc1ccc(CN2C3CCCC2CC(NC(=O)c2ccc(C)cc2)C3)cc1 (centres undefined)

compound no.,61,62,63,64,65,66
Giardia FBPA inh,9%,2%,4%,3%,4%,-1%
Sm TGR block,-12%,3%,36%,6%,16%,.
HCV inh,17%,1%,1%,-8%,-6%,32µM*
AmpC inh detg,-13%,11%,?,1%,3%,-13%
HCMV inh,31,?,.,?,-18,?
AMA1 RON2 block,4%,3%[11.6 µM],-7%,-18%,8%,-3%
